PvdQ inh = P. aeruginosa PvdQ acylase inhibitors, primary screen, biochemical, fluorescence, plate reader and imaging, single point; purified PvdQ acylase; inhibition, % at 10 µM; PvdQ acylase [Pseudomonas aeruginosa LESB58]; hit rate 0.063% among 340,000; in the data active = inhibition above about 30%, passing the limit was not always enough; inconclusive = no clear call, values can overlap the other calls;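 also: 0% = vehicle neutral wells and 100% = reference inhibitor wells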
HTR5A ag = HTR5A agonists in luminescence cell assay, primary screen, counter-screen for OPRM1-OPRD1 heterodimer agonist project, full-deck HTS. 5-hydroxytryptamine receptor 5A (Homo sapiens), P47898. cell-based. activation, % at 9.3 µM. hit rate 0.61% among 340,000. AID 504692, 2011; in the data active = activation mostly above about 9.5%, no sharp cut-off; inactive = mostly below about 7.6%;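 also: 0% = cells with vehicle only and 100% = reference agonist; strong numbers were not always called active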
MITF act = activators of MITF-driven TRPM1 promoter reporter, primary screen, cell-based, SK-MEL-5, luciferase, single point; activation, % at 12.5 µM; SK-MEL-5 TRPM1-promoter luciferase, 24 h; % of positive control, neutral wells = 0; AID 588334, 2011; hit rate 0.75% among 300,000;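 active = mean activation of at least 80% with every replicate also reaching 80%; inconclusive = mean reaches 80% but some replicate falls short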;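 also: 0% = neutral control wells and 100% = parthenolide positive control wells; values of inactives mirror those of a sister screen read the other way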
Wnt bcat act = Wnt/beta-catenin pathway activators, primary screen, cell-based, plate reader, single point. Wnt/beta-catenin reporter cell assay, activator. hit rate 1.2% among 300,000. AID 743398, 2014. activation, % at 9.35 µM; in the data active = activation above about 30%, passing the limit was not always enough; inconclusive = no clear call, values can overlap the other calls;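 also: 0% = neutral control wells and 100% = positive control wells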
CDK5 inh = inhibitors of human CDK5/p35 kinase, primary screen, biochemical, single concentration | hit rate 0.01% among 330,000 | Recombinant CDK5/p35, ADP-Glo luminescence, 60 min | inhibition, % at 10 µM | AID 488839, 2010;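 active = highest replicate inhibition of at least 50% and at least 75% of replicates reaching 50%; inconclusive = only one of the two criteria met; inactive = both criteria failed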;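 also: plate controls were DMSO neutral control for no effect and GW8510 at 10 µM for full effect; many of its hits are not listed in these tables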
Target sequence (Q00535 whole entry, looked up): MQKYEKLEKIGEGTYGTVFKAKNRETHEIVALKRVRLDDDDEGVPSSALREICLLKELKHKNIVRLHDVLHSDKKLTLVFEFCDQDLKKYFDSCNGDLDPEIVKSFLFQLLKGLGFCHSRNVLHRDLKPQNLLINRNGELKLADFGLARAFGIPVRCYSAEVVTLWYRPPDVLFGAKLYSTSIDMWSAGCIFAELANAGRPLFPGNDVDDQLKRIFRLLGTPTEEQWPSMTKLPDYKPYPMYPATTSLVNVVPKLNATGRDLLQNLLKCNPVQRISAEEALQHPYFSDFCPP
Target sequence (Q15078 whole entry, looked up): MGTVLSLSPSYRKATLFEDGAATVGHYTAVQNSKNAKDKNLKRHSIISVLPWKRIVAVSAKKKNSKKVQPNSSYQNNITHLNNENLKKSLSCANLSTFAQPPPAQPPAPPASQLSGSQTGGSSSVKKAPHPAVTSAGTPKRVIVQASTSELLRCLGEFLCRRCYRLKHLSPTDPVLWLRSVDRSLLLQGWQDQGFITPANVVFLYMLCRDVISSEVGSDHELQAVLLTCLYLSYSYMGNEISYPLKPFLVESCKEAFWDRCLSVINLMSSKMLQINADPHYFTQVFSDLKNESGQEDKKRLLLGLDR
SR-BI HDL uptake = inhibitors of SR-BI mediated HDL lipid uptake, primary screen, ldlA[mSR-BI] cells, fluorescence, single point. Scavenger receptor class B member 1 (Mus musculus), Q61009. ldlA[mSR-BI] CHO cells, DiI-HDL uptake fluorescence, 3 h. inhibition, % at 12.5 µM. hit rate 0.96% among 320,000;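 active = mean replicate inhibition of at least 70% and a set share of replicates each scoring 70 or more; inconclusive = meets just one of the two criteria; inactive = fails both criteria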;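 also: 0% = median of neutral control wells and 100% = median of positive control wells; values of inactives mirror those of a sister screen read the other way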
RTF Ca sens act = cardiac RTF calcium sensitivity activators, primary screen, biochemical, IANBD-TnC fluorescence, EC20 calcium | activation, % at 7.2 µM | IANBD-labeled TnC RTF fluorescence at EC20 calcium; 0% EC20 calcium, 100% full calcium | Troponin I, cardiac muscle (Homo sapiens) + Troponin T, cardiac muscle (Homo sapiens) + … | hit rate 0.24% among 340,000;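 active = activation above the mean over all tested compounds plus 3 SD, cut at about 30% in these data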;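 also: rise in fluorescence read as greater calcium sensitivity of cardiac thin filaments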
Rtt109 HAT inh = inhibitors of C. albicans Rtt109/Vps75 HAT, primary screen, biochemical, ThioGlo CoA-SH fluorescence, plate reader | inhibition, % at 34.9 µM | hit rate 0.16% among 330,000 | purified Rtt109/Vps75, 4 h | Histone acetyltransferase RTT109 (Candida albicans (strain SC5314 / ATCC MYA-2876)), … | AID 540336, 2011;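 active = inhibition of at least 50% in every replicate; inconclusive = best replicate reaches 50% inhibition but some replicates fall short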
Target sequence (Q5AAJ8 whole entry, looked up): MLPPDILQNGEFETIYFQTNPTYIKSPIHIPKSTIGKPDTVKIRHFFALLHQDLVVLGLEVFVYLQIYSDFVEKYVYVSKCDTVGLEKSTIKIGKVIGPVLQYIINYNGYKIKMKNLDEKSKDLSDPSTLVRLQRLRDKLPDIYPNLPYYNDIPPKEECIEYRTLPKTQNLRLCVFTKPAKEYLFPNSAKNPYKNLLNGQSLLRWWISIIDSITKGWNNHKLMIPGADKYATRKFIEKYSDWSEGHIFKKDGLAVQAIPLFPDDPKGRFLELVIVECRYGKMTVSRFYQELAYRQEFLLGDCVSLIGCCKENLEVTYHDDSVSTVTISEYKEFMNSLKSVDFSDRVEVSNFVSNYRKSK
dFosB act = activators of delta FosB homodimer, primary screen, biochemical, fluorescence polarization, TAMRA-CDK5 oligo, single point | Protein FosB (Mus musculus), P13346 | purified delta FosB; percent of positive-control signal above neutral wells | activation, % at 25 µM | hit rate 0.99% among 340,000;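 active = mean activation above about 17%, with every replicate also reaching it, limit read from the data, passing the limit was not always enough; inconclusive = only one of the two conditions met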;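 also: fluorescence polarization rise as delta FosB binds a TAMRA Cdk5 AP-1 oligo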
SR-BI DiI-HDL act = activators of SR-BI mediated DiI-HDL uptake, primary screen, ldlA[mSR-BI] CHO cells, DiI fluorescence; AID 504775, 2011; hit rate 0.096% among 320,000; activation, % at 12.5 µM; 3 h; 100 = double the neutral-control signal;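 active = mean replicate activation of at least 60% and every replicate at or above 60%; inconclusive = mean or all-replicate condition met, but not both; inactive = mean below 60% and not all replicates reaching 60%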;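 also: 0% = median plate neutral-control signal and 100% = twice that signal; values of inactives mirror those of a sister screen read the other way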
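Test system: SR-BI-overexpressing, LDLR-lacking CHO cells; Medium: Ham's F12 with 0.5% BSA, HEPES 25 mM, pH 7.4; Schedule: 3 h, 37 °C; Technique: bottom-read fluorescence, 550/595 nm.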
* marks the source's active call; other numbers are inactive results; ? = inconclusive; · = no result given.

entry	SMILES	PvdQ inh	HTR5A ag	MITF act	Wnt bcat act	CDK5 inh	SR-BI HDL uptake	RTF Ca sens act	Rtt109 HAT inh	dFosB act	SR-BI DiI-HDL act
1	CCOc1ccc(CSc2nc(C)cc(COC)c2C#N)cc1OCC	-8	0	-7	-10	3.4	34	5	8	-5	-34
2	Cc1cnc(C(=O)OCC(=O)N2CCC(C)CC2)cn1	-15	1	5	1	2.2	-36	2	1	4	36
3	COc1cc(C(=O)N2CCN=C2c2ccccc2)cc(OC)c1OC	-14	-2	-10	-11	-2.0	7	4	-4	-3	-7
4	Cc1ccc(C)c(N2CCN(c3ncccc3[N+](=O)[O-])CC2)c1	12	-4	16	-5	-0.7	4	2	-3	2	-4
5	O=C(/C=C/c1ccco1)N1CCC(Cc2ccccc2)CC1	10	-1	12	6	1.0	-8	8	3	-8	8
6	Cn1c(C(=O)NCCN2CCOCC2)cc2sccc21	1	-1	9	-6	0.5	-4	3	1	-5	4
7	CC1(C)CC2CC(C)(CN2C(=O)c2ccc([N+](=O)[O-])cc2)C1 (configuration not stated)	-8	-6	-5	-3	-2.2	-5	2	2	4	5
8	CC1CCc2nc3sc4c(c3c(N)c2C1)CCCC4 (configuration not stated)	-16	3	58	45*	1.7	7	-3	1	5	-7
9	COc1cc(SC)ccc1C(=O)NCCNC(=O)c1nonc1N	7	-2	-2	-1	1.0	·	-3	4	-2	·
10	CCOc1ccc(C(=O)Nc2ccc(NC(=S)NC(=O)CC)cc2)cc1Cl	30	-1	-3	0	2.2	36	5	9	2	-36
11	Cn1c(NCCN2CCOCC2)nc2c1c(=O)n(Cc1cccc(Cl)c1)c(=O)n2C	-6	-1	-5	-3	1.2	22	6	9	-4	-22
12	Nn1c(SCC(=O)NCc2ccc3c(c2)OCO3)nnc1C1CC1	-8	0	8	-1	-0.5	-8	-1	10	-4	8
13	CC1CCN(C(=O)CN(C)S(=O)(=O)c2cccc3nsnc23)CC1	-9	1	17	-7	1.6	2	0	0	-3	-2
14	Cc1ccc2nc(-c3ccc(SCC(=O)Nc4cc(C)on4)nc3)[nH]c2c1	-7	-1	?	·	1.3	5	-4	7	-6	-5
15	Cc1ccc(C(=O)N2CCCCCC2)cc1S(=O)(=O)N1CCOCC1	-2	2	-9	-1	-1.1	12	-1	5	-4	·
16	COCC(=O)N(CCN(C)C)Cc1cc2cc3c(cc2nc1Cl)OCO3	1	1	-8	3	-1.3	-16	0	11	-7	16
17	CN(C)c1cccc2cccc(N(C)C)c12	-2	2	·	4	-6.2	-12	8	-3	-1	12
18	CC(C)=CC/C=C1\CCC(C(=O)O)C(C(=O)O)C1 (configuration not stated)	0	0	8	-4	0.3	12	1	2	1	10
19	CCN(CC(=O)Nc1c(F)cccc1F)C(=O)c1ccccn1	-1	3	-9	0	-0.9	-11	-1	4	-6	11
20	CC12CCC(=O)N1C(C(=O)NCCN1C(=O)S/C(=C\c3ccc(OC(F)F)cc3)C1=O)CS2 (configuration not stated)	11	-5	-5	-6	0.7	17	-5	-8	-2	-17
21	CC(NC(=O)c1ccc(F)cc1)c1ccc(F)cc1 (configuration not stated)	-13	0	-12	-1	0.8	0	-3	2	1	0
22	O=C(NC1(C(F)(F)F)N=C(c2ccccc2)NC1=O)c1ccc(Cl)cc1Cl (configuration not stated)	-11	-2	8	·	0.4	3	-6	-16	-13	-3
23	COCC(C)n1c(C)cc(C(=O)COc2ccc(S(=O)(=O)N3CCOCC3)cc2Cl)c1C (configuration not stated)	-2	2	5	·	-2.2	22	-2	21	-6	-22
24	N#C/C(=C\c1ccccc1)c1nc2ncccc2[nH]1	3	-9	-7	·	3.2	-9	0	2	2	9
25	COc1cc(/C=C(\NC(=O)c2ccccc2)C(=O)NCC(=O)O)c([N+](=O)[O-])cc1OC	-9	3	-12	-3	0.2	-14	-2	7	-7	14
26	CCOc1ccc2nc(NC(=O)CSc3nnnn3C3CCCCC3)sc2c1	1	3	15	6	-1.8	20	6	1	-13	-20
27	O=C(O)c1ccc2c(c1)C(=O)N(c1cc([N+](=O)[O-])ccn1)C2=O	-11	-2	-3	-2	-1.5	-9	-3	-4	3	9
28	O=C1COc2ccc(C(=O)/C=C/c3ccccc3)cc2N1	7	-3	1	·	-0.3	-8	6	-4	0	8
29	C/C(Cc1ccccc1)=N\NC(=O)CNC(=O)Cc1ccc(Cl)cc1	-12	0	·	0	-0.7	-20	3	4	1	20
30	O=C(CCc1ccccc1)NCc1ccc2c(c1)OCO2	10	-1	·	6	-0.4	-15	3	6	4	15
31	CNC(=O)NC(=O)C(NC1CCCc2ccccc21)c1ccccc1 (configuration not stated)	3	3	-13	0	1.5	-10	2	11	-4	10
32	CCc1ccc(C2C(C#N)=C(N)N(N(C)C)C3=C2C(=O)CCC3)s1 (configuration not stated)	-11	-4	3	-5	1.1	-16	0	0	-11	16
33	N#C/C(=C(/O)CSc1ncn[nH]1)c1nc2ccccc2[nH]1	9	-3	8	-2	2.6	0	9	9	-10	0
34	Cc1cc(C(F)(F)F)n2nc(C)c(-c3ccc(Cl)cc3)c2n1	-11	9	-6	3	0.2	26	8	4	-1	-26
35	CC(C)(C)OC(=O)N1CCN(C(=O)c2[nH]cnc2C(=O)N[C@@H](Cc2ccccc2)C(=O)OCc2ccccc2)CC1	-13	12	-8	-7	0.7	-1	-7	2	-12	1
36	CC(C)CNC(=O)CC(c1ccccc1)c1ccccc1	-14	1	8	-2	2.4	-4	-1	-3	4	4
37	O=C(c1ccco1)N1CCN(Cc2cc(=O)c(OCc3ccc(F)cc3)co2)CC1	-6	1	3	0	0.0	-36	11	0	-4	36
38	Cc1cccc(OC(C)C(=O)Nc2cc(Cl)ccc2-n2cncn2)c1 (configuration not stated)	-5	5	-16	-6	1.4	-5	4	-3	-5	5
39	CCCN(C(=O)C1CCCN(c2ncnc3c2nc2n3CCCCC2)C1)c1ccc(F)cc1 (configuration not stated)	-11	-2	-13	-2	0.7	4	-2	0	-13	-4
40	CN(C(=O)c1ccccn1)C1(C(=O)NC2CCCCC2)CCCCC1	-11	7	3	-1	0.4	-16	1	-10	-4	16
41	O=C(/C=C/NNC(=O)c1cccc(Br)c1)c1ccccc1	-15	0	8	·	1.8	13	2	7	-10	-13
42	COc1ccc(C(=O)N2CCN(c3ccc(C(C)=O)cc3F)CC2)cc1S(=O)(=O)NC1CC1	1	5	12	7	0.4	26	-4	6	-6	-26
43	CCC1CN(C(=O)N2CCC(C(=O)NCc3ccc(C)o3)CC2)c2ccccc2O1 (configuration not stated)	-3	1	8	1	·	38	-2	1	-6	-38
44	O=C(O)C1C2C=CC(C2)C1C(=O)NCc1ccoc1 (configuration not stated)	-16	-1	-5	-1	-10	-6	-2	2	-8	6
45	CCN(CC)c1ccc(/C=N/NC(=O)c2cnccn2)cc1	12	-5	7	9	1.4	18	0	16	-9	-18
46	CC1Cc2ccccc2N1S(=O)(=O)c1cccc(C(=O)NCCCO)c1 (configuration not stated)	-12	6	2	-3	-0.8	4	5	4	-8	-4
47	C=CCN1C(=O)C(O)(CC(=O)c2ccco2)c2cc(Br)ccc21 (configuration not stated)	-4	1	·	-16	0.7	6	15	1	-11	-6
48	CCN(CC)C(=O)c1cccc(NC(=O)c2ccc3c(=O)n4c(nc3c2)CCC4)c1	-5	0	5	1	-0.1	62	3	-4	-10	-62
49	O=C1CN(S(=O)(=O)c2ccc(Cl)cc2)c2ccccc2N1	-14	-3	2	-1	1.0	5	-4	-12	2	-5
50	Cc1cc(Br)ccc1NC(=O)CN1C(=O)C2C3CC(c4ccccc4)C(C3)C2C1=O (configuration not stated)	-3	3	-2	-5	-0.6	41	1	-8	-4	-41
51	COc1ccc(C(=O)NC(=S)Nc2ccc(N3CCOCC3)cc2)cc1Cl	-3	-2	-3	-4	0.9	·	0	8	-9	·
52	COc1ccccc1NS(=O)(=O)c1cccc(C(=O)NCC(c2ccco2)N(C)C)c1 (configuration not stated)	4	1	-5	1	-0.6	-9	-5	5	-8	9
53	CCNc1nc(NC(C)C)nc(N2CC(=O)N(CC(=O)OCC)C2=N)n1	9	6	3	0	0.4	-22	3	4	-9	22
54	O=C(NCc1ccc2c(c1)OCO2)C1CC(=O)N(C2CCCCCC2)C1 (configuration not stated)	-4	-4	-15	-2	1.4	-8	1	-4	3	8

Screening data as filed in PubChem BioAssay.
